# TcdB inh = blocks C. difficile toxin B glycohydrolase activity; P18177; TcdB glycohydrolase enzymatic assay, plate reader; inhibition, % at 9.99 µM; actives 0.24% (n = 350,000); AID 652162; in the data active = inhibition above about 10%
# Starred values were filed as active, the others as inactive; & = joins results of further samples. This is a subset; count on the stated rates, not on these rows.
# A first look (two entries):
SMILES	TcdB inh
C[C@H]1CN([C@@H](C)CO)C(=O)Cc2cc(NC(=O)CCN3CCOCC3)ccc2O[C@H]1CN(C)CC1CCCCC1	-0.6
C[C@H]1CN([C@@H](C)CO)C(=O)Cc2cc(NC(=O)C3CC3)ccc2O[C@@H]1CN(C)S(=O)(=O)c1cccs1	-1.3

# This part in full, from the first entry:
SMILES	TcdB inh
C[C@H]1CN([C@@H](C)CO)C(=O)Cc2cc(NC(=O)CCN3CCOCC3)ccc2O[C@H]1CN(C)CC1CCCCC1	-0.6
C[C@H]1CN([C@@H](C)CO)C(=O)Cc2cc(NC(=O)C3CC3)ccc2O[C@@H]1CN(C)S(=O)(=O)c1cccs1	-1.3
COc1cccc(S(=O)(=O)Nc2ccc3c(c2)[C@H]2C[C@@H](CC(=O)N(C)C)O[C@H](CO)[C@H]2O3)c1	-0.6
O=C(CC(F)(F)F)N1C[C@H]2[C@@H](c3ccccc31)[C@@H](CO)N2Cc1cccnc1	0.3
CCCNC(=O)N1[C@H](CO)[C@@H](c2ccccc2)[C@@H]1CNC(=O)c1cccc(F)c1	-4.6
CC(C)C#Cc1ccc2c(c1)O[C@@H](CN(C)Cc1cncnc1)[C@@H](C)CN([C@H](C)CO)S2(=O)=O	-0.6
O=C(C[C@H]1CC[C@H](NC(=O)c2cccnc2)[C@H](CO)O1)NCc1ccc(Cl)c(Cl)c1	-3.1
CCS(=O)(=O)NCC[C@@H]1CC[C@H](NS(=O)(=O)c2ccccc2C)[C@H](CO)O1	0.3
C[C@@H]1CCCCO[C@H](CN(C)C(=O)Nc2ccccc2)[C@@H](C)CN([C@@H](C)CO)C(=O)c2cc(NC(=O)c3ccncc3)ccc2O1	0.0
O=C(C[C@@H]1C[C@H]2c3cc(NC(=O)c4ccc5c(c4)OCO5)ccc3O[C@H]2[C@H](CO)O1)NCc1cccnc1	2.1
Cc1ccc(S(=O)(=O)N(C)C[C@@H]2Oc3c(NC(=O)c4cnccn4)cccc3C(=O)N([C@@H](C)CO)C[C@H]2C)cc1	-1.1
O=C(C[C@@H]1CC[C@H](NC(=O)c2ccccc2)[C@@H](CO)O1)NCc1ccc(Oc2ccccc2)cc1	0.6
C[C@@H]1CN([C@H](C)CO)C(=O)Cc2cc(NC(=O)c3ccncc3)ccc2O[C@@H]1CN(C)CC1CC1	-1.5
C[C@@H]1CCCCO[C@@H](CN(C)C(=O)c2ccccc2)[C@@H](C)CN([C@@H](C)CO)C(=O)c2cc(N(C)C)ccc2O1	-16
C[C@H](CO)N1C[C@H](C)[C@H](CN(C)Cc2ccc(C(=O)O)cc2)OCCCC[C@H](C)Oc2ccc(NC(=O)NC3CCCCC3)cc2C1=O	-2.4

# Copied from the entries so far (11 entries):
SMILES	TcdB inh
C[C@H]1CN([C@@H](C)CO)C(=O)Cc2cc(NC(=O)CCN3CCOCC3)ccc2O[C@H]1CN(C)CC1CCCCC1	-0.6
C[C@H]1CN([C@@H](C)CO)C(=O)Cc2cc(NC(=O)C3CC3)ccc2O[C@@H]1CN(C)S(=O)(=O)c1cccs1	-1.3
COc1cccc(S(=O)(=O)Nc2ccc3c(c2)[C@H]2C[C@@H](CC(=O)N(C)C)O[C@H](CO)[C@H]2O3)c1	-0.6
O=C(CC(F)(F)F)N1C[C@H]2[C@@H](c3ccccc31)[C@@H](CO)N2Cc1cccnc1	0.3
CCCNC(=O)N1[C@H](CO)[C@@H](c2ccccc2)[C@@H]1CNC(=O)c1cccc(F)c1	-4.6
CC(C)C#Cc1ccc2c(c1)O[C@@H](CN(C)Cc1cncnc1)[C@@H](C)CN([C@H](C)CO)S2(=O)=O	-0.6
O=C(C[C@H]1CC[C@H](NC(=O)c2cccnc2)[C@H](CO)O1)NCc1ccc(Cl)c(Cl)c1	-3.1
CCS(=O)(=O)NCC[C@@H]1CC[C@H](NS(=O)(=O)c2ccccc2C)[C@H](CO)O1	0.3
C[C@@H]1CCCCO[C@H](CN(C)C(=O)Nc2ccccc2)[C@@H](C)CN([C@@H](C)CO)C(=O)c2cc(NC(=O)c3ccncc3)ccc2O1	0.0
O=C(C[C@@H]1C[C@H]2c3cc(NC(=O)c4ccc5c(c4)OCO5)ccc3O[C@H]2[C@H](CO)O1)NCc1cccnc1	2.1
Cc1ccc(S(=O)(=O)N(C)C[C@@H]2Oc3c(NC(=O)c4cnccn4)cccc3C(=O)N([C@@H](C)CO)C[C@H]2C)cc1	-1.1

# (list continues)
SMILES	TcdB inh
CN(C)C(=O)[C@H]1[C@H](CO)[C@H]2Cn3c(ccc(-c4ccncc4)c3=O)[C@H]2N1Cc1ccccc1	0.5
Cc1ccc(S(=O)(=O)Nc2ccc3c(c2)C(=O)N([C@@H](C)CO)C[C@H](C)[C@H](CN(C)Cc2ccc(C(=O)O)cc2)O3)cc1	-7.4
C[C@@H]1CN([C@@H](C)CO)S(=O)(=O)c2ccc(Br)cc2O[C@H]1CN(C)S(=O)(=O)c1ccc(F)cc1	1.0
CC(C)NC(=O)Nc1cccc2c1O[C@H](CN(C)C)[C@@H](C)CN([C@@H](C)CO)C2=O	0.7
CC(=O)N(C)C[C@@H]1Oc2cc(-c3ccccc3)ccc2S(=O)(=O)N([C@H](C)CO)C[C@H]1C	0.3
CNC(=O)C[C@H]1CC[C@H]2[C@H](COc3ccc(NC(=O)c4cccc(F)c4)cc3C(=O)N2C)O1	-0.2&-0.3
CNC[C@@H]1OCCCC[C@H](C)Oc2ccc(NC(=O)Cc3ccccc3)cc2C(=O)N([C@@H](C)CO)C[C@H]1C	-7.8
Cc1ccc(-c2cnc3c(c2)C(=O)N([C@@H](C)CO)C[C@@H](C)[C@@H](CN(C)CC2CCOCC2)O3)cc1	-0.8
O=C(NCC[C@@H]1CC[C@@H](NC(=O)C2CCOCC2)[C@@H](CO)O1)Nc1ccc(Cl)cc1	-0.4
COc1ccc(CN(C)C[C@@H]2Oc3ccc(NS(=O)(=O)c4ccc(F)cc4)cc3CC(=O)N([C@@H](C)CO)C[C@H]2C)cc1	-0.8
COc1ccc(NC(=O)Nc2ccc3c(c2)[C@@H]2C[C@@H](CC(=O)NCc4ccc5c(c4)OCO5)O[C@@H](CO)[C@@H]2O3)cc1	-0.9
C[C@@H]1CN([C@H](C)CO)C(=O)c2cc(/C=C/c3ccccc3)cnc2O[C@@H]1CN(C)C(=O)c1ccc(F)cc1	0.5
O=C(C[C@H]1CC[C@H]2[C@@H](COC[C@@H](O)CN2C(=O)c2ccc3c(c2)OCO3)O1)NC1Cc2ccccc2C1	-1.9
C[C@@H]1CN([C@H](C)CO)C(=O)CCCn2nncc2CO[C@@H]1CN(C)Cc1cccc(C(F)(F)F)c1	-4.7
C[C@H]1CN([C@@H](C)CO)C(=O)c2cccc(NS(=O)(=O)c3ccc(F)cc3)c2O[C@H]1CN(C)S(C)(=O)=O	-0.1
C[C@H](CO)N1C[C@H](C)[C@H](CN(C)Cc2ccc(C(=O)O)cc2)Oc2c(NS(=O)(=O)c3ccc(Cl)cc3)cccc2C1=O	-3.8
CCCNC(=O)[C@@H]1[C@@H](CO)[C@@H]2Cn3c(ccc(-c4ccccc4F)c3=O)[C@H]1N2C(=O)CC	1.0
CCCNC(=O)C[C@@H]1CC[C@@H]2[C@H](COc3ccc(NC(=O)c4cccc(C(F)(F)F)c4)cc3C(=O)N2C)O1	0.9
O=C(C[C@@H]1C[C@H]2c3cc(NC(=O)C4CCOCC4)ccc3O[C@H]2[C@H](CO)O1)NCC1CC1	0.3
CN1c2ccc(C#Cc3cccnc3)cc2[C@@H]2[C@@H](CCN2C(=O)C2CCCC2)[C@H]1CO	-0.4
C[C@H](CO)N1C[C@H](C)[C@H](CN(C)S(=O)(=O)c2ccc(F)cc2)OCCCC[C@H](C)Oc2ccc(NC(=O)C3CCCCC3)cc2C1=O	0.0
C[C@H](CO)N1C[C@H](C)[C@@H](CN(C)C)OCc2ccccc2-c2c(n(C)c3ccccc23)C1=O	1.4
N[C@@H]1CC[C@H](CCn2cc(-c3ccccn3)nn2)O[C@H]1CO	-1.0
C/C=C/c1ccc2c(c1)O[C@H](CN(C)C(=O)C1CCOCC1)[C@@H](C)CN([C@@H](C)CO)S2(=O)=O	0.1
CC(C)OC(=O)N(C)C[C@@H]1OCc2ccccc2-c2ccccc2C(=O)N([C@@H](C)CO)C[C@H]1C	-0.7
Cc1noc(C)c1NC(=O)N(C)C[C@H]1Oc2c(NS(C)(=O)=O)cccc2C(=O)N([C@H](C)CO)C[C@H]1C	-2.3
CC(C)NC(=O)N(C)C[C@@H]1Oc2c(NC(=O)c3cnccn3)cccc2C(=O)N([C@@H](C)CO)C[C@H]1C	0.1
CCCNC(=O)N1CC(=O)N2[C@H](C1)[C@@H](c1ccc(C#Cc3cccc(F)c3)cc1)[C@@H]2CO	1.4
CCCNC(=O)N1CC2(CN(C(=O)C3CCCCC3)C2)c2c([nH]c3cc(OC)ccc23)[C@H]1CO	1.6
COCCNC(=O)[C@H]1[C@H](CO)[C@H]2Cn3c(ccc(-c4ccc(F)cc4)c3=O)[C@@H]1N2C	-0.2

# Following part.
smiles,TcdB inh
COc1ccc(C[C@@H]2CCn3cc(nn3)COC[C@@H](c3ccccc3)NC2=O)cc1,-1.1
O=C(C[C@@H]1CC[C@H](NS(=O)(=O)c2ccccc2)[C@@H](CO)O1)N1CCc2ccccc2C1,0.0
N#Cc1cccc(-c2ccc3c(c2)[C@@H]2[C@@H](CCN2C(=O)c2ccc4c(c2)OCO4)[C@H](CO)N3)c1,0.2
CC(C)CC#Cc1ccc2c(c1)O[C@@H](CN(C)S(=O)(=O)c1cccc(F)c1)[C@@H](C)CN([C@@H](C)CO)S2(=O)=O,-0.9
O=C(C[C@@H]1CC[C@H](NC(=O)c2cccnc2)[C@H](CO)O1)NCCN1CCCCC1,-1.9
CC(C)NC(=O)N1[C@H](CN(C)C(=O)c2cccnc2)[C@@H](c2ccccc2)[C@@H]1CO,-0.7
O=C(C[C@@H]1CC[C@@H]2[C@H](COC[C@H](O)CN2Cc2cc(F)ccc2F)O1)NCc1ccccc1,1.1
C[C@H]1CN([C@@H](C)CO)C(=O)c2cccc(NC(=O)c3cnccn3)c2O[C@@H]1CN(C)Cc1ccccc1,-3.2
CCC(=O)N1C[C@@H](C)[C@H](OC)CN(C)C(=O)c2ccc(NC(=O)Nc3ccccc3)cc2OC[C@H]1C,-2.1
COCCNC(=O)C[C@@H]1C[C@@H]2c3cc(NC(=O)c4ccc5c(c4)OCO5)ccc3O[C@@H]2[C@H](CO)O1,2.6
C[C@@H]1CN([C@H](C)CO)C(=O)c2cc(NS(=O)(=O)c3ccc(Cl)cc3)ccc2O[C@H]1CN(C)CC1CC1,-0.9
COc1ccc(S(=O)(=O)N(C)C[C@@H]2Oc3ccc(NC(=O)c4ccncc4)cc3CC(=O)N([C@@H](C)CO)C[C@@H]2C)cc1,-0.6
C[C@@H]1CCCCO[C@@H](CN(C)C(=O)Nc2ccc(F)cc2)[C@@H](C)CN([C@H](C)CO)C(=O)c2cc(NC(=O)NC3CCCCC3)ccc2O1,-0.8
CC=Cc1ccc2n(c1=O)C[C@H]1[C@H](CO)[C@@H](C(=O)NCCC)[C@@H]2N1CCC(F)(F)F (mixture of isomers),1.1
CCNC(=O)C[C@H]1CC[C@@H]2[C@@H](COc3ccc(NC(=O)Cc4cccs4)cc3C(=O)N2C)O1,1.5
O=C1CN(S(=O)(=O)Cc2ccccc2)C[C@@H]2[C@@H](c3ccc(C#Cc4ccccc4)cc3)[C@@H](CO)N12,-1.9
CCCNC(=O)N1CCC2(CC1)CN(C(=O)CC1CC1)[C@H](CO)c1[nH]c3cc(OC)ccc3c12,-1.2
CCCc1cn(CC[C@H]2CC[C@H](NC(=O)C3CC3)[C@@H](CO)O2)nn1,0.8
O=C(Cc1ccccn1)N1CCCCN2[C@H](CO)[C@H](c3ccc(-c4ccccc4)cc3)[C@H]2C1,1.2
Cc1ccc(S(=O)(=O)N2[C@@H]3CNC[C@H]2C3c2ccc(-c3cccc(C#N)c3)cc2)cc1 (stereo partly specified),-0.8
C[C@H](CO)N1C[C@H](C)[C@@H](CN(C)C(=O)Nc2ccc(F)cc2)OCCCC[C@H](C)Oc2ccc(NC(=O)NC3CCCCC3)cc2C1=O,1.1
CCCNC(=O)N1C[C@@H](C)[C@H](OC)CN(C)C(=O)c2ccc(NS(C)(=O)=O)cc2OC[C@H]1C,-0.5
C[C@H](CO)N1C[C@H](C)[C@@H](CN(C)Cc2ccc(C(F)(F)F)cc2)OCCCC[C@H](C)Oc2ccc(NS(=O)(=O)c3cccs3)cc2C1=O,0.1
CCCC(=O)Nc1ccc2c(c1)OC[C@H](C)N(Cc1ccncc1)C[C@@H](C)[C@H](OC)CN(C)C2=O,-6.8
CO[C@H]1CN(C)C(=O)c2ccc(NS(=O)(=O)c3c(C)noc3C)cc2OC[C@H](C)NC[C@@H]1C,0.2
C[C@H](NC(=O)N(C)C[C@H]1OCc2ccccc2-c2c(n(C)c3ccccc23)C(=O)N([C@H](C)CO)C[C@@H]1C)c1ccccc1,1.1
CCc1nc(N2[C@H](CO)[C@H](c3ccccc3-c3ccccc3F)[C@@H]2C#N)sc1C,0.9
O=C(C1CCOCC1)N1C[C@@H]2[C@H](c3ccccc31)[C@H](CO)N2Cc1ccccc1Cl,-0.8
CS(=O)(=O)N1[C@H](C(=O)NC2CCC2)[C@@H](CO)[C@@H]2Cn3c(ccc(-c4ccccc4)c3=O)[C@@H]21,-0.6
CO[C@@H]1CN(C)C(=O)c2cc(NC(C)=O)ccc2OC[C@@H](C)N(Cc2ccccn2)C[C@@H]1C,-2.5
C[C@@H]1CCCCO[C@H](CN(C)C(=O)CCCN(C)C)[C@@H](C)CN([C@@H](C)CO)C(=O)c2cc(NC(=O)NC3CCCCC3)ccc2O1,-1.0
CCCN1[C@H](C(=O)N2CCOCC2)[C@@H](CO)[C@@H]2Cn3c(ccc(-c4ccccc4F)c3=O)[C@@H]21,0.1
CNC[C@@H]1Oc2ccc(NC(=O)C3CC3)cc2CC(=O)N([C@H](C)CO)C[C@H]1C,-0.4
C[C@@H]1CN([C@H](C)CO)C(=O)c2cc(NS(=O)(=O)c3ccccc3)ccc2O[C@@H](C)CCCCO[C@H]1CN(C)Cc1ccncc1,-4.3
Cc1ccc(S(=O)(=O)N[C@H]2CC[C@@H](CCNC(=O)C3CCC3)O[C@H]2CO)cc1,-0.6
CCNC(=O)Nc1ccc2c(c1)C(=O)N(C)[C@H]1CC[C@@H](CC(=O)NCC3CCCCC3)O[C@H]1CO2,0.4
C[C@H]1CN([C@@H](C)CO)C(=O)c2cc(NS(=O)(=O)c3cn(C)cn3)ccc2O[C@@H]1CN(C)C(=O)NC1CCCCC1,-1.1
CC(C)NC(=O)N[C@H]1CC[C@H](CCN)O[C@@H]1CO,0.9
